RXFP1 agonist: qHTS Assay for Agonists of the Relaxin Receptor RXFP1; HEK293T-RXFP1 cAMP TR-FRET, 30 min; response scale: percent of porcine relaxin response, buffer zero; Potency, µM (titrated, usually from 57.5 µM), for inactives: at the top dose activation, usual class: activators; hit rate 0.3% among 370,000; AID 2676, 2010; also: potency is read from the fitted curve at half-maximal effect; % is scaled to controls: 0 for no effect and ±100 for the full control effect; nearly all actives have a fitted effect of over 60% in size; many of its hits are not listed in these tables
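HEK293T cells stably expressing RXFP1 were pretreated with the PDE4 inhibitor Ro 20174, exposed to compounds for 30 min at 37C, lysed, and cAMP was read by TR-FRET. Data normalized to buffer (basal) and 29 nM porcine relaxin (100%).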
Anesthetic bind: qHTS Assay for Identification of Novel General Anesthetics. AID 485281, 2010. apoferritin/1-aminoanthracene competitive binding, fluorescence. Potency, µM (doses to about 77.5 µM), inactives show at the top dose activity change, negative = displacement, usual class: inhibitors. hit rate 0.074% among 350,000; also: potency is read from the fitted curve at half-maximal effect; % is scaled to controls: 0 for no effect and ±100 for the full control effect; nearly all actives have a fitted effect of over 20% in size
Target sequence (P02791 2-175 limits assumed): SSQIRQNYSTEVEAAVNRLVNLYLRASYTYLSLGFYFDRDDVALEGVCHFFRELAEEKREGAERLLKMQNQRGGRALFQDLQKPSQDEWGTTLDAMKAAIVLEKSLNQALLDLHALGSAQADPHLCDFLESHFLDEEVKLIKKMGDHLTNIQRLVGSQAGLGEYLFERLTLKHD
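Probe: 1-aminoanthracene (50% saturated, PBS). Protein: horse-spleen apoferritin, 10 uM. Incubation: 10 min, room temperature. Detection: 380 nm excitation, 535 nm emission. Analysis: normalized response, four-parameter Hill.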
RXFP1 antag: qHTS Assay for Antagonists of the Relaxin Receptor RXFP1; Relaxin receptor 1 (Homo sapiens), Q9HBX9; HEK293-RXFP1, relaxin-stimulated cAMP HTRF, 30 min; hits give low values; activity change, negative = inhibition, % at 57.5 µM; hit rate 0.59% among 350,000;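 active = activity change of -60% or lower, but not beyond a set lower limit; inconclusive = change between -60% and -40%, or beyond the set limit; inactive = change above -40%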; also: % is scaled to controls: 0 for no effect and ±100 for the full control effect
TRHR ag: qHTS for Small Molecule Agonists and Allosteric Enhancers of Human TRH Receptor: Primary Screen for Agonists. Thyrotropin-releasing hormone receptor (Homo sapiens), P34981. TRHR cells, calcium flux fluo-8, FDSS agonist mode. activation, % at 2 µM. hit rate 0.18% among 360,000. AID 493084, 2011; in the data active = activation above about 30%; also: 0% is about no effect
Target sequence (P34981 whole entry, looked up): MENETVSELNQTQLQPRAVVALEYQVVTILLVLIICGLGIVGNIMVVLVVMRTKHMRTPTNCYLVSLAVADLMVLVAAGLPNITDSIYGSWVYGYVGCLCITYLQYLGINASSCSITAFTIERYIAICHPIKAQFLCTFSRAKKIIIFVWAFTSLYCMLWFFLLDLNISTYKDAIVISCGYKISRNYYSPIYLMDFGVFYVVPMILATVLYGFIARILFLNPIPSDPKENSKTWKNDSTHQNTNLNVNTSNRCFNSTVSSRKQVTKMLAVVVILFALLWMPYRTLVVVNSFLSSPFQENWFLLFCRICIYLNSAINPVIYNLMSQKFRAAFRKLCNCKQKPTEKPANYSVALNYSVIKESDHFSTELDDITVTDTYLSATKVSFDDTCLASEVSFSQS
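TRHR-expressing cells loaded with fluo-8 calcium dye; 23 nL library compound pin-transferred, kinetic FDSS fluorescence (Ex 480/Em 530) recorded about 180 s for agonist-induced calcium release, before a 10 nM TRH EC20 addition for potentiator mode.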
D2 PAM: HTS Assay for Positive Allosteric Modulators of the Human D2 Dopamine Receptor: Primary Screen for Potentiators. potentiation, % at 10 µM. hit rate 0.34% among 340,000. AID 485347, 2010. HEK293 T-REx D2, calcium flux, EC20 dopamine potentiation. D(2) dopamine receptor (Homo sapiens), P14416;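 active = potentiation over 3 SD above the plate norm, cut at about 30% in these data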; also: 0% is about no effect
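Using a no-wash calcium dye in inducible, force-coupled HEK293 Trex cells expressing D2, we tracked fluorescence each second for 180 s after compound, then for 180 s after EC20 dopamine to detect augmented signalling.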
TRHR enhancer: qHTS for Small Molecule Agonists and Allosteric Enhancers of Human TRH Receptor: Primary Screen for Enhancers | AID 493056, 2011 | TRHR cells, fluo-8 calcium fluorescence, EC20 TRH enhancement | Thyrotropin-releasing hormone receptor (Homo sapiens), P34981 | enhancement, % at 2 µM | hit rate 0.66% among 360,000; in the data active = enhancement above about 30%; also: 0% is about no effect
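TRHR-expressing cells loaded with fluo-8 calcium dye were read kinetically (ex 480/em 530) during compound addition, then stimulated with an EC20 of TRH (10 nM final). Enhancement of the Gq-mediated intracellular calcium response was scored.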
D1 antag: Antagonist of Human D 1 Dopamine Receptor: qHTS. hit rate 3.2% among 360,000. HEK293 TREx D1 cells, calcium flux, dopamine EC80; hits give low values. activity change, negative = inhibition, % at 10 µM; in the data active = activity change below about -30%; also: % is scaled to controls: 0 for no effect and ±100 for the full control effect
Target sequence (P21728 whole entry, looked up): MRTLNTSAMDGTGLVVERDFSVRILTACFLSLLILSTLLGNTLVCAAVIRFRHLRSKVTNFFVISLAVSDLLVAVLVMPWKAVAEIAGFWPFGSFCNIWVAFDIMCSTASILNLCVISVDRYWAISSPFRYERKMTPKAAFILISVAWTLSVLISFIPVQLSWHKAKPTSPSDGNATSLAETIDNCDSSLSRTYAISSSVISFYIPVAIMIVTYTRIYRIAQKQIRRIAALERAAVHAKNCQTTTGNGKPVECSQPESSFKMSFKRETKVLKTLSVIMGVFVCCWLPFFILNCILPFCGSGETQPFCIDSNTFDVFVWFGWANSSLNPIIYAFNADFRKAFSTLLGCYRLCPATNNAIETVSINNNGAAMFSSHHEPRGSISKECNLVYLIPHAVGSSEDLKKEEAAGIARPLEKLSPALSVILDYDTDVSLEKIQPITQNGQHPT
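Cells carrying a force-coupled, tetracycline-inducible human D1 receptor report calcium flux. Each well gets a 10 s baseline, compound with 180 s monitoring, then an EC80 dopamine stimulus with a second 180 s kinetic read.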
D1 potentiator: Potentiators of Human D1 Dopamine Receptor: qHTS; HEK293 TREx D1 cells, calcium flux, dopamine EC20 potentiation; potentiation, % at 10 µM; hit rate 0.036% among 360,000; AID 504651, 2011; in the data active = potentiation above about 30%; also: 0% is about no effect
D1 ag: Allosteric Agonists of the Human D1 Dopamine Receptor: qHTS | D(1A) dopamine receptor (Homo sapiens), P21728 | HEK293 T-REx D1 cells, calcium flux, agonist mode | activation, % at 2 µM | hit rate 1% among 360,000 | AID 504660, 2011; in the data active = activation above about 30%; also: 0% is about no effect
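Agonism was scored from calcium flux recorded over 180 s (1 read/s) after pintool compound addition, following a 10-cycle baseline. Cells were inducible force-coupled HEK293 TREx D1, plated overnight at 30 C and loaded with no-wash calcium dye.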
* = called active by the depositor; ? = inconclusive; . = no result given; [ ] = dose if it differs, or a comment. Unless noted, calls follow the shape of the dose curve; as a rule, active = well fitted curve in the direction sought with a large enough effect; inconclusive = small, poorly fitted or top-dose-only effect, or another doubt; inactive = no such curve, though single readings can be large; an effect the other way counts as inactive or inconclusive.

The line under a structure holds: RXFP1 agonist, Anesthetic bind, RXFP1 antag, TRHR ag, D2 PAM, TRHR enhancer, D1 antag, D1 potentiator, D1 ag
CCOC(=O)c1[nH]c(C)c(C(=O)Nc2ccc3c(c2)CCC3)c1C
    2.9%, -12%, 1, 0.2, -1, 7, -12, -9, 2
O=C(NCC1CCCO1)c1c(O)c2ccccc2[nH]c1=O (stereo not drawn)
    7.3%, -8%, -3, 1.4, -9, 9, 3, 6, 1
O=C(Nc1ccccc1Cl)C1CCCN(c2ncnc3c2nc2n3CCCCC2)C1 (stereo not drawn)
    1.4%, -19%, -1, -0.6, -1, -2, 18, -4, 3
O=C(COC(=O)c1cc(=O)[nH]c2ccccc12)Nc1nc(-c2cccc(Br)c2)cs1
    -0.1%, -9%, 6, -0.4, 6, -6, -3, -4, 0
CCCn1c(=S)[nH]c2cc(C(=O)N3CCc4ccccc4C3)ccc2c1=O
    9.3%, -16%, -30, -0.5, 4, 2, -13, -1, 13
COc1ccc(-c2cnc(N)n2C)cc1
    0.4%, -6%, -2, -0.1, 5, -1, -4, 0, 1
COc1ccc(NC(=O)C2CC(c3c(F)cccc3Cl)=NO2)cc1OC (stereo not drawn)
    1.7%, -12%, -8, -0.4, -1, -4, 2, 8, 16
Cc1cnc(C(=O)OCC(=O)C23CC4CC(CC(C4)C2)C3)cn1
    -1.9%, ?, 2, 0.2, -1, 6, 3, 5, 2
N#C/C(=C\c1ccc(C(=O)O)cc1)S(=O)(=O)c1cc(Br)ccc1Br
    0.3%, -11%, 4, 0.3, 6, 11, -3, -4, 0
COc1ccccc1Nc1c2ccccc2nc2ccccc12
    -1.4%, 2%, -4, 0.1, -2, 0, -52*, -6, 3
Cc1cc(C)c2sc(NC(=O)C3CC3)nc2c1
    -0.2%, -8%, -6, 0.3, -5, 0, 5, -7, 2
CCc1cccc(NC(=O)CCNS(=O)(=O)c2ccc3c(c2)CCN3C(C)=O)c1
    2.6%, -9%, 2, 0.0, 21, -2, 7, 3, 8
COc1ccc(-c2nc(CS(=O)(=O)CC(=O)NCCc3ccccc3)c(C)o2)cc1
    5.8%, -2%, ?, 0.1, -6, 2, 3, -7, -1
CCNc1nc2nonc2nc1NCC
    0.9%, -8%, 1, 0.9, -7, 1, -5, -2, 2
COc1ccc(C(=O)Nc2ccccc2NC(=O)c2ccco2)c(OC)c1
    1.3%, -15%, -4, -0.7, -7, 9, 3, 0, 0
CCn1c(SCC(=O)N2CCCC2)nnc1-c1ccc(N)cc1
    1.1%, 5%, 0, 0.1, 16, 1, -16, 1, 3
CCOc1ccc(CN(C)CC(=O)Nc2cccc3ccccc23)cc1OC
    0.6%, -6%, -12, 0.0, -7, 1, -7, -5, 1
O=S(=O)(NCc1cccnc1)c1ccc(Cl)c2ccccc12
    -0.7%, -13%, -22, 1.5, -8, 1, -1, -5, 4
Cc1cccc(C(=O)OC2CCOC2=O)c1O (stereo not drawn)
    4.6%, -8%, 14, 0.1, -3, -9, 1, 2, 1
COc1ccc(C(=O)Nc2ccc3ccccc3c2)c(OC)c1
    0.9%, 81%[activator], -7, 0.3, 6, 2, -9, -5, 10
O=C(O)c1cc2nc(-c3cccs3)cc(C(F)(F)F)n2n1
    -3.2%, -3%, 9, 0.0, 3, -3, -18, 1, 4
CC(C)c1ccc(NC(=O)c2cc(S(=O)(=O)N3CCCCC3)c[nH]2)cc1
    2.4%, -9%, ., 1.1, 5, -3, -3, 1, 13
COc1cc(/C=C2/NC(=O)N(Cc3ccccc3F)C2=O)cc(OC)c1O
    -1.8%, ?, -18, 6.7, 10, 1, -38*, -6, 3
COc1ccc(-c2csc(NC(=O)CSc3nnnn3C)n2)cc1OC
    0.9%, ., -14, -0.2, -7, -2, -4, 2, 2
CC1=C(C(=O)N2CCCCC2)C(c2ccc(Cl)cc2)n2c(nc3ccccc32)N1 (stereo not drawn)
    0.2%, -6%, ., 1.2, 17, 2, 9, 2, 0
COc1ccc(S(=O)(=O)Nc2ccc(-c3cn4c(C)csc4n3)cc2)cc1
    5.5%, ?, ., -0.7, -1, 2, -72*, -4, 1
CC(C)N(Cc1nc(-c2ccc3c(c2)OCO3)no1)CC1CCC(=O)N1 (stereo not drawn)
    2.2%, -12%, 3, 0.1, 6, -1, 11, -2, 1
Cc1ccc(C)c(NC(=O)CS(=O)(=O)c2cn(C)c3ccccc23)c1
    2.4%, 6%, 4, -0.3, 0, 2, 0, 1, -2
O=C(CSCc1ccccc1F)NCc1ccccc1
    2.2%, -12%, -5, 0.4, -6, 1, -15, -6, 1
CCCCN(CCCNC(=O)C1CCN(S(=O)(=O)CC)CC1)c1ccccc1
    2.3%, 1%, -16, -0.2, -4, 1, 5, -3, 5
CNC(=O)CN(c1cc(C)ccc1C)S(C)(=O)=O
    1.5%, 2%, -13, 0.9, ., 2, -8, 4, 3
CCC(C)[C@H](NC(=O)Nc1cccc(Cl)c1)C(=O)O (stereo partly drawn)
    0.5%, -7%, 3, 0.4, -5, -12, -12, -2, 31*
O=[N+]([O-])c1cc(/C=N/N2CCCCC2)ccc1Cl
    0.5%, ?, -31, 0.3, -5, 0, 11, -1, 3
COc1ccc(NC(=O)CC(Cc2ccc(Cl)cc2)C(=O)O)cc1 (stereo not drawn)
    -1.2%, 2%, 8, -1.1, -5, 20, -21, -4, 3
Cc1ccc(S(=O)(=O)N2CCCCC2CCNC(=O)C(=O)NCc2ccco2)cc1 (stereo not drawn)
    4.6%, ., -1, -0.6, 2, 4, 1, -9, 0
CCOC(=O)C1(CCc2ccccc2)CCN(C(=O)c2ccoc2)CC1
    -2.4%, -4%, -7, -0.8, 3, 10, 7, -1, 1
O=C(COc1ccccc1)NCC(=O)Nc1cccc(S(=O)(=O)NC2=NCCC2)c1
    -0.8%, -6%, -2, -1.2, -6, -8, -11, -2, 2
CN(CC(=O)Nc1cccc(F)c1)C(=O)Cn1c(=O)oc2ccccc21
    1.2%, ., -5, 0.7, 5, -2, -4, 0, 4
COC(=O)c1nc(NC2=NCCCCC2)n[nH]1
    -0.8%, -11%, -2, 0.4, 0, -5, -36*, -2, 1
Nc1nnc(-c2ccccc2F)s1
    -4.1%, -7%, 0, 0.1, 11, 2, -6, -4, 2
COc1ccc(-c2c([C@H]3[C@@H]4C=CCC[C@@]4(C)C(=O)N3Cc3ccccc3)ccc3ccccc23)cc1OC
    0.9%, 0%, ., 0.6, -9, -3, 17, 2, 4
CCOC(=O)C1=C(COC(=O)Cc2c(F)cccc2Cl)NC(=O)NC1C (stereo not drawn)
    1.6%, ., 3, 0.1, ., -3, -29, ., 6
CC(OC(=O)c1nc(Cl)ccc1Cl)C(=O)NC1CCCCC1C (stereo not drawn)
    10%, ., -1, -0.5, -7, -1, 3, -2, 0
CS(=O)(=O)c1cnc2c(-c3ccc(F)cc3)cnn2c1N
    -1.0%, -5%, 10, -0.4, 15, 4, -3, -2, 1
CCOC(=O)CN=C/C(C(C)=O)=C(/C)O
    0.1%, -7%, 0, 1.2, -4, 8, 11, -4, 3
Cc1ccc(N2CC(NC(=O)C(=O)c3c[nH]c4ccccc34)CC2=O)cc1 (stereo not drawn)
    5.0%, 8%, -11, 0.1, -4, 3, ., -2, 4
CCc1cc(C(N)=O)c(NC(=O)c2ccc(OC)cc2)s1
    2.9%, -5%, -6, -0.1, 9, 6, 11, -7, 2
N#Cc1cccc(NC(=O)c2ccccc2C(=O)O)c1
    0.6%, -6%, 10, 0.6, -9, -1, 0, -2, 3
CCSc1nnc(NS(=O)(=O)c2ccc(C)cc2)s1
    -0.7%, -7%, -15, -0.4, -4, 0, 2, 6, 1
COc1ccccc1-n1ccnc1SCC(=O)NC1CCCC1
    0.0%, -7%, 1, 0.9, -15, 1, -8, -6, 6
Cc1c(CCO)c(=O)[nH]n1C(=O)c1ccc(F)cc1
    0.0%, 1%, -2, -0.3, -18, 2, -31*, -9, 1
Cc1cc(C)cc(NC(=O)CSc2nc(N)c(NC(=O)c3ccc(Br)o3)c(=O)[nH]2)c1
    -2.1%, -4%, -25, -0.3, ., -2, 2, -1, 5
O=C(NCCc1ccccc1)C(=O)c1c(-c2ccccc2)cc2ccccn12
    -0.2%, -22%, 0, -0.2, -4, -6, -17, 0, 1
CCN(CC)CC(=O)Nc1sc(C)c(C)c1C(=O)c1ccc(C)cc1
    -1.9%, -23%, -32, -0.2, 13, 1, -5, -7, 3
CCOc1ccc(S(=O)(=O)NCc2cccn2Cc2cccc(C)c2)cc1
    0.5%, 48%[activator], ., -0.2, 4, 2, 8, 1, 4
Cc1ccccc1NC(=O)C1CCCN1C(=O)NC1CCCCC1 (stereo not drawn)
    2.6%, -4%, -16, 0.2, 6, -1, 6, -6, 0
O=C(/C=C/c1ccc2c(c1)OCO2)Nc1cccnc1
    5.8%, -4%, 8, 0.2, -9, -1, -7, -4, 0
CC(=O)c1cccc(NC(=O)CC2Oc3ccc(C)cc3NC2=O)c1 (stereo not drawn)
    1.0%, -23%, ., 0.5, 5, 6, 14, ., 6
COc1ccc(OC)c(NC(=O)CSc2nc3ccccc3c(=O)n2CCNC(C)=O)c1
    1.9%, -1%, 0, -0.8, 8, 1, 0, -1, 0
c1ccc(COc2ccc(OCCCN3CCCCC3)cc2)cc1
    0.2%, ?, 6, 1.9, -12, 4, -22, -7, 27
Brc1ccc2nc(CSc3ncn[nH]3)cn2c1
    5.0%, -19%, 8, 0.3, 9, 5, -4, -6, 1

Structural class, those above containing two or more sulfur atoms (three)
The line under a structure holds: RXFP1 agonist, Anesthetic bind, RXFP1 antag, TRHR ag, D2 PAM, TRHR enhancer, D1 antag, D1 potentiator, D1 ag
COc1ccc(-c2csc(NC(=O)CSc3nnnn3C)n2)cc1OC
    0.9%, ., -14, -0.2, -7, -2, -4, 2, 2
COc1ccc(S(=O)(=O)Nc2ccc(-c3cn4c(C)csc4n3)cc2)cc1
    5.5%, ?, ., -0.7, -1, 2, -72*, -4, 1
CCSc1nnc(NS(=O)(=O)c2ccc(C)cc2)s1
    -0.7%, -7%, -15, -0.4, -4, 0, 2, 6, 1

These rows are one share of the data; count on the stated rates, not on these rows.
